Assay outcomes from PubChem.
PAD4 FP inh: human PAD4 inhibitors, primary screen, biochemical, fluorescence polarization, 1536-well format; Protein-arginine deiminase type-4 (Homo sapiens), Q9UM07; recombinant PAD4, RCA probe fluorescence polarization; inhibition, % at 6.36 µM; 0.41% of 330,000 active;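 active = percent inhibition above a cutoff equal to the mean of all tested compounds plus 3 SD, cut at about 15% in these data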;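 note: 0% = PAD4 with RCA probe and DMSO and 100% = probe without PAD4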
Target sequence (Q9UM07 whole entry, looked up): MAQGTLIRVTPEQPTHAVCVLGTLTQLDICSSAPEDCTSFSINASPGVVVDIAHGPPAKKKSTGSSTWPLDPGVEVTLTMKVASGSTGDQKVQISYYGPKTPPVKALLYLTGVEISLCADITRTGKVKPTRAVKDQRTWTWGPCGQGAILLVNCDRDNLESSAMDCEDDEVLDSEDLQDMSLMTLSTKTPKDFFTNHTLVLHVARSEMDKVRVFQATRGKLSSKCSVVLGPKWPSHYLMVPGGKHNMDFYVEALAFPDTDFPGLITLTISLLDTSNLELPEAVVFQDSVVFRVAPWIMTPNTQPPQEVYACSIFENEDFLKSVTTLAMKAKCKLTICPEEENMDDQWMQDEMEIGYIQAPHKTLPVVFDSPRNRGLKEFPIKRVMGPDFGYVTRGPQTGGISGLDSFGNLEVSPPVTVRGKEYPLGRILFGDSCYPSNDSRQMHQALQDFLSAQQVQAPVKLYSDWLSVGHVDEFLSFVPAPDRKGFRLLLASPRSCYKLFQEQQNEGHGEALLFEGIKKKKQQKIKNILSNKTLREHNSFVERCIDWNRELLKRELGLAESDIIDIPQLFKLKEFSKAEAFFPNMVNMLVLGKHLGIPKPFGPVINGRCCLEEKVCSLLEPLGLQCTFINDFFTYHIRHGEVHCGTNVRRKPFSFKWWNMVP
pPAFAH inh: pPAFAH enzyme inhibitors, primary screen, biochemical, fluorescence polarization, human; inhibition, % at 3.39 µM; recombinant pPAFAH, FP-rhodamine probe fluorescence polarization; 1.5% of 330,000 active; Platelet-activating factor acetylhydrolase (Homo sapiens), Q13093;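 active = inhibition above the mean inhibition across the screen plus 3 SD, cut at about 25% in these data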;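 note: inhibitors block binding of the rhodamine activity-based probe so polarization drops; 0% = enzyme with DMSO and 100% = wells lacking pPAFAH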
PREPL inh: PREPL enzyme inhibitors, primary screen, biochemical, fluorescence polarization; inhibition, % at 5.96 µM; Prolyl endopeptidase-like (Homo sapiens), Q4J6C6; AID 2751, 2010; recombinant PREPL, fluorescence polarization activity-based probe; 0.68% of 320,000 active; in the data active = inhibition above about 43%;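 note: 0% = enzyme with DMSO and 100% = wells lacking enzyme; many of its hits are not listed in these tables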
LYPLA2 inh: LYPLA2 inhibitors, primary screen, counter-screen for PME1 inhibitor project, biochemical, fluorescence polarization, FP-Rh probe ABPP; inhibition, % at 5.9 µM; recombinant LYPLA2; Acyl-protein thioesterase 2 (Homo sapiens), O95372; 0.38% of 320,000 active; AID 2177, 2009;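 active = inhibition above the screen-wide mean plus 3 SD, limit set per campaign, cut at about 26% in these data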;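 note: 0% = LYPLA2 with DMSO and 100% = wells lacking LYPLA2 enzyme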
PAFAH1B3 inh: PAFAH1B3 enzyme inhibitors, primary screen, biochemical, fluorescence polarization, human; 0.28% of 340,000 active; recombinant PAFAH1B3, FP-rhodamine probe; inhibition, % at 3.39 µM; Platelet-activating factor acetylhydrolase IB subunit alpha1 (Homo sapiens), Q15102;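 active = inhibition above the screen-wide average of all tested compounds plus 3 SD, cut at about 25% in these data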;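 note: 0% = enzyme with DMSO only and 100% = wells lacking PAFAH1B3 protein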
Target sequence (Q15102 whole entry, looked up): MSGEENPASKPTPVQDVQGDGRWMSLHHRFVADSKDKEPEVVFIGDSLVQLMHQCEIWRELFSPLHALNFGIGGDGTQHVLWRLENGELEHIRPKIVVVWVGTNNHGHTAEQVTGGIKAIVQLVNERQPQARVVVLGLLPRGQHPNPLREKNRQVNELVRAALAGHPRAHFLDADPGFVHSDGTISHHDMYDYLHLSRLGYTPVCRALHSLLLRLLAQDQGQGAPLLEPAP
GSTO1 inh: inhibitors of recombinant GSTO1, primary screen, counter-screen for RBBP9 inhibitor project, biochemical, fluorescence polarization; 1.1% of 300,000 active; AID 1974, 2009; Glutathione S-transferase omega-1 (Homo sapiens), P78417; activity-based probe fluorescence polarization; inhibition, % at 5.96 µM;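 active = inhibition above the campaign mean inhibition plus 3 SD, cut at about 35% in these data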;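 note: 0% = GSTO1-1 with DMSO and 100% = wells lacking GSTO1-1 enzyme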
PAFAH1B2 inh: PAFAH1B2 enzyme inhibitors, primary screen, biochemical, fluorescence polarization, human | Platelet-activating factor acetylhydrolase IB subunit alpha2 (Homo sapiens), P68402 | recombinant PAFAH1B2, FP-rhodamine activity probe | inhibition, % at 3.39 µM | 1.2% of 340,000 active;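 active = inhibition above the mean of all tested compounds plus 3 SD, cut at about 24% in these data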;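 note: 0% = enzyme with DMSO and 100% = wells lacking PAFAH1B2; many of its hits are not listed in these tables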
PAFAH2 FP inh: PAFAH2 enzyme inhibitors, primary screen, biochemical, fluorescence polarization, human. 0.99% of 340,000 active. recombinant PAFAH2, FP-rhodamine activity probe. AID 492956, 2010. inhibition, % at 3.39 µM. Platelet-activating factor acetylhydrolase 2, cytoplasmic (Homo sapiens), Q99487;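 active = inhibition above the mean over all tested compounds plus 3 SD, cut at about 30% in these data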;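 note: inhibitors block probe labeling of enzyme so polarization drops; 0% = enzyme with DMSO and 100% = wells lacking PAFAH2 protein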
LYPLA1 inh: LYPLA1 inhibitors, primary screen, counter-screen for PME1 inhibitor project, biochemical, fluorescence polarization, FP-Rh probe ABPP | recombinant LYPLA1 | inhibition, % at 5.9 µM | Acyl-protein thioesterase 1 (Homo sapiens), O75608 | 0.16% of 320,000 active | AID 2174, 2009;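 active = inhibition above the mean of all tested compounds plus 3 SD, set per campaign, cut at about 14% in these data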;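 note: inhibitors block serine hydrolase probe labeling of LYPLA1 so polarization falls; 0% = enzyme with DMSO and 100% = wells lacking LYPLA1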
* hit, by the source's call; nt = no result given. A portion of the library, so the mix of outcomes need not match the whole.

Start of the data: the first 2 compounds (preview)
SMILES	PAD4 FP inh	pPAFAH inh	PREPL inh	LYPLA2 inh	PAFAH1B3 inh	GSTO1 inh	PAFAH1B2 inh	PAFAH2 FP inh	LYPLA1 inh
COC(=O)c1cn(NC(=O)c2cc(OC)c(OC)c(OC)c2)c(=O)c2ccccc12	-2	-2	8	-3	6	-6	2	9	-4
CC(C)(C)c1[nH]c2ccccc2c1/C=N/O	-4	3	12	3	10	0	8	-8	-1

This part in full (from the top)
SMILES	PAD4 FP inh	pPAFAH inh	PREPL inh	LYPLA2 inh	PAFAH1B3 inh	GSTO1 inh	PAFAH1B2 inh	PAFAH2 FP inh	LYPLA1 inh
COC(=O)c1cn(NC(=O)c2cc(OC)c(OC)c(OC)c2)c(=O)c2ccccc12	-2	-2	8	-3	6	-6	2	9	-4
CC(C)(C)c1[nH]c2ccccc2c1/C=N/O	-4	3	12	3	10	0	8	-8	-1
COc1ccc(NC(=O)Nc2ccc(N3CCCC3=O)cc2)cc1OC	2	1	34	8	3	9	2	6	3
COc1ccc(CNC(=O)c2cc(=O)c3c(C)cc(C)cc3o2)cc1	-2	2	-1	4	2	0	0	-2	4
Cc1sc(NC(=S)NC(=O)c2ccco2)c(C(N)=O)c1C	7	-8	11	2	5	-3	8	8	1
CCCCCn1c(CN2CCN(Cc3ccccc3)CC2)nc2c1c(=O)n(C)c(=O)n2C	2	-1	19	-3	-3	3	-3	-4	-1
COc1cccc(/C=C2\SC(N3CCC(C)CC3)=NC2=O)c1OC	0	7	7	9	-2	3	-3	11	1
Cc1ccc(C(=O)Oc2ccc(Cl)c3cccnc23)cc1[N+](=O)[O-]	-3	2	11	11	14	7	1	3	2
COc1cc(OC)cc(C(=O)Nc2ccc(C(=O)NCC3CCCO3)cc2)c1 (centres undefined)	-3	4	-6	1	7	5	7	-1	-3
O=C(N/N=C/c1c[nH]c2ccccc12)c1cccs1	-4	3	11	-3	nt	-10	nt	nt	0
O=C(Nc1ccccn1)C1CCN(S(=O)(=O)c2ccc3c(c2)OCCCO3)CC1	-8	5	0	6	2	4	-1	2	4
COc1ccc(S(=O)(=O)NCc2ccc(C(=O)N(C)Cc3ccco3)cc2)cc1	4	5	9	1	10	5	6	3	0
Oc1ccc(Nc2nc(-c3ccccc3)nc3ccccc23)cc1	-1	21	-1	7	17	-9	-3	3	-4
O=C(/C=C/c1ccco1)NC1CCCC1	-4	3	17	-8	6	-6	2	1	2
CCCn1c(SCC(=O)NCc2ccc(Cl)cc2)n[nH]c1=O	2	1	-4	-3	1	1	3	-1	1
c1ccc(COc2ccc(CNCc3cccs3)cc2)cc1	-7	-4	9	-1	-3	0	6	2	0
CCCCOC(=O)Nc1ccc(N2CCCCC2)cc1	-8	8	-3	-2	3	-5	-2	3	1
O=C(NCC1(N2CCCCC2)CCCCC1)c1ccc(S(=O)(=O)N2CCCC2)cc1	-3	-5	3	-3	-1	19	-1	-4	-2
Cc1cc(C(=O)Nc2ccccc2C(=O)O)ccc1NC(=O)COc1cccc([N+](=O)[O-])c1	-4	-3	-4	-3	-3	-13	1	2	0
O=C(NCc1cccs1)NC1CCCCC1	1	1	-7	1	6	0	2	2	2
c1cncc(-c2nn[nH]n2)c1	-3	-1	0	0	10	-1	-1	2	1
O=C(O)CP(=O)(O)O	-1	-1	4	2	7	8	4	-12	-3
COc1ccc(-c2csc(CCn3nc(C)cc3C)n2)cc1	-1	4	8	4	7	1	2	-1	-2
Cc1cc(C(=O)N(C)CC(=O)Nc2cccc(F)c2)no1	1	2	8	5	10	13	0	11	0
COc1ccc(NC2=CC(=O)CC(c3ccc(C)cc3)C2)c(OC)c1 (centres undefined)	-4	6	10	-1	-2	-3	1	0	0
CCN(CC)c1nc(C(N)=O)cc(-c2ccccc2)n1	4	2	20	1	4	17	-1	-9	2
COc1ccc(-n2c(Cc3cccn3C)nnc2SCC(=O)N2CCOCC2)cc1	4	6	7	-5	0	1	2	-1	0
CC(CCc1ccccc1)NC(=O)c1ccc(F)cc1 (centres undefined)	4	-1	-8	-1	9	3	9	0	1
CN1CCc2c(sc3nc(SCC(=O)N4CCCCC4)n(-c4ccccc4)c(=O)c23)C1	1	-3	18	-7	0	-12	-4	-2	-1
COc1ccc(-c2ccc(OC)c([C@H]3[C@H]4C=CC[C@@H](C)[C@@H]4C(=O)N3Cc3ccccc3)c2)cc1C	-4	2	-1	0	-2	-1	4	8	-1
CCCCCCNC(=O)CC(NS(=O)(=O)c1ccc(OC)cc1)C(C)C (centres undefined)	-1	5	-1	-4	7	-3	11	-5	3
O=C(N/N=C/c1ccc(N2CCOCC2)o1)c1cccc([N+](=O)[O-])c1	0	4	15	1	14	18	0	3	1
O=C(Nc1nnc(Cc2ccccc2)s1)c1cccnc1	4	-6	4	2	5	5	5	-5	-6
COCc1nnc(NC(=O)C2CC(=O)N(C3CCCCC3)C2)s1 (centres undefined)	-6	-1	10	-1	-3	-3	4	4	1
O=C(Nc1ccc(F)cc1F)Nc1csc2ccccc12	2	8	26	-6	nt	-23	nt	nt	-23
Cc1cccc2c1NC(=O)C21N2CCCC2C(C(=O)c2ccc3ccccc3c2)C12C(=O)Nc1ccccc12 (centres undefined)	-3	0	3	0	nt	-6	nt	nt	0
CC(=O)c1ccc(N2CCN(C(=O)COc3ccccc3F)CC2)c(F)c1	0	1	13	0	2	5	5	-2	1
CCN=C1SC(CC(=O)Nc2ccc(C)cc2)C(=O)N1CC (centres undefined)	-3	4	3	2	1	-5	1	5	2
CCOC(=O)C/C(C)=N\Nc1ccc([N+](=O)[O-])cc1[N+](=O)[O-]	-10	0	16	8	10	32	-3	-4	4
CCOC(=O)CSc1nc2ccccc2c(=O)n1-c1ccc(C(=O)NCCOC)cc1	0	-2	14	7	6	-3	2	-7	4

A different layout for some results above.
CCN(CC)c1nc(C(N)=O)cc(-c2ccccc2)n1
  PAD4 FP inh: 4 | pPAFAH inh: 2 | PREPL inh: 20 | LYPLA2 inh: 1 | PAFAH1B3 inh: 4 | GSTO1 inh: 17 | PAFAH1B2 inh: -1 | PAFAH2 FP inh: -9 | LYPLA1 inh: 2
O=C(N/N=C/c1ccc(N2CCOCC2)o1)c1cccc([N+](=O)[O-])c1
  PAD4 FP inh: 0 | pPAFAH inh: 4 | PREPL inh: 15 | LYPLA2 inh: 1 | PAFAH1B3 inh: 14 | GSTO1 inh: 18 | PAFAH1B2 inh: 0 | PAFAH2 FP inh: 3 | LYPLA1 inh: 1

6 compounds already listed, ordered by the number in PAD4 FP inh, descending.
structure,PAD4 FP inh
COc1ccc(-n2c(Cc3cccn3C)nnc2SCC(=O)N2CCOCC2)cc1,4
O=C(Nc1ccc(F)cc1F)Nc1csc2ccccc12,2
CC(=O)c1ccc(N2CCN(C(=O)COc3ccccc3F)CC2)c(F)c1,0
O=C(O)CP(=O)(O)O,-1
Cc1cccc2c1NC(=O)C21N2CCCC2C(C(=O)c2ccc3ccccc3c2)C12C(=O)Nc1ccccc12 (centres undefined),-3
COc1ccc(-c2ccc(OC)c([C@H]3[C@H]4C=CC[C@@H](C)[C@@H]4C(=O)N3Cc3ccccc3)c2)cc1C,-4

Other structures.
SMILES	PAD4 FP inh	pPAFAH inh	PREPL inh	LYPLA2 inh	PAFAH1B3 inh	GSTO1 inh	PAFAH1B2 inh	PAFAH2 FP inh	LYPLA1 inh
COc1ccc(CN2CCN(C(=O)c3cccc4ccccc34)CC2)c(OC)c1OC	0	1	-2	1	4	5	1	1	0
Cc1ccc(/C=N/Nc2nnc(Cc3ccccc3)c(=O)[nH]2)o1	0	-2	11	1	10	4	5	6	2
CCN(CC)C(=O)c1[nH]cnc1C(=O)N[C@@H](C)C(=O)OCc1ccccc1	0	-4	13	-4	3	17	-1	4	-3
COc1cccc(NC(=O)CN(C)C(=O)c2ccc3c(c2)S(=O)(=O)N=C2CCCCCN23)c1	3	0	20	2	2	-4	7	6	0
CC(C)N(C(C)C)S(=O)(=O)c1ccc(NC(=O)c2cnccn2)cc1	-2	-2	13	4	9	0	-1	2	-1
COCCNC(=O)C(c1ccc(F)cc1)N(Cc1ccccc1)C(=O)CCC(=O)Nc1nccs1 (centres undefined)	-4	3	-3	-4	10	-3	10	3	0
CC(C)CCSc1cc(NCCO)c([N+](=O)[O-])c2nonc12	-10	1	4	4	7	5	-4	6	1
COc1ccc(-n2nnnc2/C=C/Nc2cc(C(F)(F)F)ccc2OC)cc1	1	11	-7	-4	7	-24	6	5	-1
CC12COC3(C(=O)Nc4ccc(Cl)cn4)CC1CCC32C (centres undefined)	0	2	3	-2	-1	-1	2	-9	-3
CCCN(CC(=O)Nc1ccc(F)c(F)c1F)C(=O)c1ccc2c(=O)n3c(nc2c1)CCC3	-2	4	4	3	1	-10	2	1	2
Cn1cc(/C=C/C(=O)N2CCCC(C(=O)c3cccc(C(F)(F)F)c3)C2)cn1 (centres undefined)	-3	-2	8	-7	9	-7	6	3	-3
Cn1cc(CC(=O)N2CCN(c3ccccc3F)CC2)c2ccccc21	2	-2	9	6	6	1	-1	8	0
COc1ccc(/C=C/C(=O)OCC(=O)Nc2ccc(C)cc2)cc1S(=O)(=O)N1CCOCC1	-2	1	-2	1	-4	4	0	71*	-4
COc1cc(CNn2c(C)n[nH]c2=S)cc(Cl)c1OCc1ccc(F)cc1	-1	12	19	4	0	4	5	1	1
O=C(NCCOc1ccccc1)C1CCC(=O)N(Cc2ccc(Cl)cc2)C1 (centres undefined)	3	5	-4	4	-3	0	11	2	2
O=C(Nc1cccc(Cl)c1N1CCOCC1)c1cccnc1	-6	-1	12	-2	5	7	4	-10	-2
CCC1(C)Cc2c(sc3nc4n(c(=O)c23)CCCS4)CO1 (centres undefined)	2	4	4	1	6	-1	2	3	3
COc1cnc(-c2ccccn2)nc1Sc1ccccc1	-4	-7	25	-1	9	-4	-1	0	-1
